GLP-1R inv ag: acts as inverse agonist at human GLP-1 receptor | HEK293 GLP-1R CRE-luciferase, luminescence, 24 h; GLP-1R form is constitutively active | Potency, µM (highest dose often 38.3 µM), inactives show at the top dose activity change, negative = inhibition, usual class: inhibitors | AID 624417 | P43220 | actives 1.6% (n = 410,000); further: potency means the concentration at half of the fitted maximal effect; on the % scale 0 is the no-effect control and ±100 the full control effect; nearly all actives have a fitted effect of over 55% in size
Target sequence (P43220 whole entry, looked up): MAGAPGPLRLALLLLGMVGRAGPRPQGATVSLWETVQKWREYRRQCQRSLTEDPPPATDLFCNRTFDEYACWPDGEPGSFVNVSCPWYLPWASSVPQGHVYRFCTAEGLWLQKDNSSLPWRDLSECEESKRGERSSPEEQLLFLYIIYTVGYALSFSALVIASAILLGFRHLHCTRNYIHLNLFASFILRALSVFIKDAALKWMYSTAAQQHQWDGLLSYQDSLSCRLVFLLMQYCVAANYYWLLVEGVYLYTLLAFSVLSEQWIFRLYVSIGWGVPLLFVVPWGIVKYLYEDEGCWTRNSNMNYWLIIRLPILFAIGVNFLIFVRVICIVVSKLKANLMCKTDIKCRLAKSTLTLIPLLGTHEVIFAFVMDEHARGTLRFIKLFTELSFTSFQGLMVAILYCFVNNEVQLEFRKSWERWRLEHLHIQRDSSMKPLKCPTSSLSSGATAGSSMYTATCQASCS
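Stable HEK293 clone (constitutively active GLP-1R + cAMP-response luciferase); 200 cells/uL plated, 12 h pre-culture, compound 24 hr, 37 deg C/5% CO2; detection reagent 12 min RT; luminescence.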
Akt phos inh: inhibitors of Akt phosphorylation; activity change, % for hits at 50 µM; actives 0.32% (n = 360,000); Neuro2A IGF-stimulated pAkt S473 HTRF, 20 min; hits give low values; AID 651550; in the data active means activity change below about -80%; inconclusive means mostly about -51% to -80%; further: on the % scale 0 is the no-effect control and ±100 the full control effect
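Neuro2A cells (4,500/well, DMEM with 0.5% FBS) were treated with compound at a single 50 µM final concentration, stimulated with 6 nM IGF for 20 min at 37 °C, and lysed. Phospho-Akt Ser473 was read by HTRF as 665/615 ratio ×10^4.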
FUS suppressor: FUS proteinopathy suppression in yeast. AID 1347120. Potency, µM (titrated, usually from 76.6 µM), without a hit: top-dose growth rescue (activation), hits mostly activators. actives 0.24% (n = 390,000). S. cerevisiae FUS-expressing, growth rescue, OD600, 24 h;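 further: potency means the concentration at half of the fitted maximal effect; plate controls were DMSO vehicle for no effect and reference control for full effect; nearly all actives have a fitted effect of over 55% in size; some results filed as inactive show a strong effect at the top dose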
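S. cerevisiae expressing FUS from galactose induction served as the toxicity model. Growth after 24hr at 30C, read as absorbance at 600 nm, indicates suppression of toxicity; compounds dosed at several concentrations.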
aSyn yeast inh: inhibitors of alpha-synuclein toxicity in yeast; Yeast expressing alpha-synuclein, growth rescue, BacTiter-Glo, 24 h; Potency, µM (titrated, usually from 46.1 µM), inactives show top-dose growth rescue (activation), actives largely listed as activators; actives 0.14% (n = 370,000); AID 652106; further: potency means the concentration at half of the fitted maximal effect; % of control where 0% means no effect; nearly all actives have a fitted effect of over 65% in size
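Screening used galactose-induced yeast with toxic alpha-synuclein levels, exposed to compound for 24 hr at 30 deg C. Cell growth, read with BacTiter-Glo luminescence, gave the measured signal.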
TDP43 rescue: inhibitors of TDP-43 toxicity in yeast; TDP-43 expressing yeast growth rescue, BacTiter-Glo, 24 h; Potency, µM (top dose mostly 46.1 µM), for the others: top-dose growth rescue (activation), most hits filed as activators; actives 1.8% (n = 410,000); AID 652104; further: potency means the concentration at half of the fitted maximal effect; % of control where 0% means no effect; nearly all actives have a fitted effect of over 50% in size
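Yeast expressing TDP-43 (pregrown in raffinose, seeded at OD600=0.02 in galactose medium) exposed to compounds 24 hr at 30 deg C. Growth read by BacTiter-Glo luminescence; rescue of toxicity appears as increased signal.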
Abeta yeast res: compounds reversing amyloid beta toxicity in yeast; AID 1347071; Potency, µM (highest dose often 46.1 µM), without a hit: at the top dose growth rescue, actives largely listed as activators; yeast expressing A-beta42, growth rescue, OD600, 48 h; response scale: 0% DMSO, 100% iron-clioquinol control; actives 0.063% (n = 410,000); further: potency means the concentration at half of the fitted maximal effect; nearly all actives have a fitted effect of over 55% in size
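Growth rescue measured by 600 nm absorbance after 48 h yeast culture at 30 C with compound. Values normalized between DMSO and an equimolar ferric chloride plus clioquinol control.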
GLP-1R agonist: activates the human GLP-1 receptor; P43220; HEK293 GLP-1R CRE-luciferase, luminescence, 4-6 h; cells express a hypersensitive GLP-1R form; Potency, µM (titrated, usually from 45.6 µM), without a hit: at the top dose activation, hits mostly activators; actives 0.007% (n = 380,000); AID 624172; further: potency means the concentration at half of the fitted maximal effect; % of control where 0% means no effect
PTHR1 ag: agonists of human PTHR1 parathyroid hormone receptor. Q03431. HEK293 GP2 PTHR1 cells, GloSensor cAMP luminescence, 1 h. Potency, µM (titrated, usually from 115 µM), for inactives: top-dose activation, actives largely listed as activators. actives 0.075% (n = 410,000). AID 743266; further: potency means the concentration at half of the fitted maximal effect; nearly all actives have a fitted effect of over 55% in size; some results filed as inactive show a strong effect at the top dose; inactives centre near -15; many of its hits are not listed in these tables
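HEK-293-derived GP2 cells expressing PTHR1 and a GloSensor cAMP reporter, 3,000/well, plated overnight, given luciferin plus IBMX (each 0.5 mM as added) for 1 h at 37 °C, then compound for 1 h at 37 °C. Luminescence was read after 15 min at room temperature.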
DRD3 antagonist: blocks the human D3 dopamine receptor; AID 652054; actives 2.5% (n = 360,000); D3R cells, DiscoveRx beta-arrestin luminescence, antagonist mode; hits give low values; max response, negative = inhibition, %; P35462; in the data active means max response below about -50%; inconclusive means no clear call, values can overlap the other calls; further: on the % scale 0 is the no-effect control and ±100 the full control effect; mostly tested at two doses, the higher about 12 µM
Target sequence (P35462 whole entry, looked up): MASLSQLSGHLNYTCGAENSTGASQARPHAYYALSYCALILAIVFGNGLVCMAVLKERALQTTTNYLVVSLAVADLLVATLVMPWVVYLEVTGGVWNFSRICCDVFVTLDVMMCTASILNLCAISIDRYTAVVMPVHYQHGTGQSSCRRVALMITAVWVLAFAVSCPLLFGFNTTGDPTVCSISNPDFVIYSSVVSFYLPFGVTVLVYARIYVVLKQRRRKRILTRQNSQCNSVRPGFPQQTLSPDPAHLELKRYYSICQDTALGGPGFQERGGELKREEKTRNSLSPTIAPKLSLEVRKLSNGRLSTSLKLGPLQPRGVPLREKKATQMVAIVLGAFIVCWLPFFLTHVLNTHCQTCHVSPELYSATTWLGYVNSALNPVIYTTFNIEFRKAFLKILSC
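Cells plated overnight at 1500 cells/well, then exposed to library compounds with dopamine controls for 90 minutes at 37 degrees C. DiscoveRx reagent added for 30–60 minutes at room temperature; luminescence read, quantitative HTS format.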
* = called active by the depositor; i = inactive; u = inconclusive; x = not tested or not shown; & = joins results of further samples; [ ] = dose if it differs, or a comment. Unless noted, the call rests on the fitted dose curve; in most records, active means well fitted curve in the direction sought with a large enough effect; inconclusive means small, poorly fitted or top-dose-only effect, or another doubt; inactive means no such curve, though single readings can be large; an effect the other way counts as inactive or inconclusive. These rows are one share of the data, so the mix of outcomes need not match the whole.

Fields – GLP-1R inv ag | Akt phos inh | FUS suppressor | aSyn yeast inh | TDP43 rescue | Abeta yeast res | GLP-1R agonist | PTHR1 ag | DRD3 antagonist
> Cc1cc2cc(CNC(=O)CCC(=O)O)ccc2n1C
  1.5% | i | -10.4% | 11.9% | 11.4% | 2.7% | -1.8% | i | 19.3
> Cc1cc(C)cc(N2CN=C3SCC(=O)N3C2)c1
  0.0% | i | x | 5.5% | 13.2% | 1.2% | -4.9% | i | 20.4
> CCn1c(SCC(=O)Nc2ccccc2F)nc2c(c1=O)SC(C)C2 (stereo unspecified)
  2.3% | i | -31.3% | -9.8% | 35.5µM* | 13.2%[9.22 µM] | 17.1% | -16.2% | 24.0
> Cc1ccc(C)c(C(=O)CN2C(=O)c3ccccc3C2=O)c1
  10.0% | i | 7.4% | 6.1% | -0.5% | 12.0% | 19.1% | i | 0.8
> O=C1CCc2cc(S(=O)(=O)NCCc3ccc(Cl)cc3)cc3c2N1CC3
  8.4% | i | 37.2% | 1.0% | u | 5.5% | 2.7% | -21.6% | 10.9
> COC(=O)[C@H](CO)NS(=O)(=O)c1ccc(C)cc1
  13.0% | i | 7.0% | -9.2% | 17.6% | 4.7% | 1.6% | -10.2% | 5.9
> Cn1c(SCC(=O)NC2CCCCC2)nnc1-c1cc2ccccc2o1
  2.7% | i | 2.3% | 0.5% | -2.4% | 0.7% | -4.5% | -8.2% | 9.8
> COc1ccc(C2=[N+]([O-])C(C)(C)N(O)C2C)cc1 (stereo unspecified)
  20.8% | i | 13.2% | 1.0% | -13.4% | -10.4% | 3.0% | i | 8.2
> CCOC(=O)N1CCN(Cc2nc3c(c(=O)n(C)c(=O)n3C)n2Cc2ccccc2C)CC1
  0.0% | i | 30.6% | 4.7% | 17.6% | 7.3% | 6.6% | i | -15.3
> CC(C)NC(=O)CSc1nnc2sc3ccccc3n12
  1.6% | i | 24.7% | 5.3% | -17.5% | 8.9% | -15.2% | -14.7%[57.5 µM] | 32.9
> COc1ccc(Cc2n[nH]c(=S)n(N)c2=O)cc1
  19.5% | i | 21.4% | -1.4% | 12.9% | -11.0% | 0.5% | -0.1% | -1.1
> O=C(Nc1ccc(Oc2ccccc2)cc1)C1CCN(S(=O)(=O)c2ccccc2)CC1
  u | x | -5.7% | x | 19.4% | -2.1% | x | -43.4% | x
> COc1ccc(NS(=O)(=O)c2cc(NC(=O)CCc3ccccc3)ccc2N2CCOCC2)cc1
  u | i | x | -5.7% | 13.4% | -9.7% | 1.6% | i | -7.2
> O=C(Nc1ccccc1)NC1CC2CCC(C1)N2Cc1nnnn1Cc1ccc2c(c1)OCO2 (stereo unspecified)
  0.4% | i | 22.6% | -5.1% | 4.9% | 1.7% | 0.1% | -37.1%[inhibitor] | 17.9
> CCc1cccc(C)c1NS(=O)(=O)c1ccc2c(c1)NC(=O)C(C)C(=O)N2 (stereo unspecified)
  6.6% | x | -0.9% | x | 0.3% | -13.7% | x | i | x
> Cc1ccc(OCc2nc(-c3ccc(Cl)cc3)n[nH]2)cc1
  u | i | 28.1% | -0.6% | -17.3% | -10.0% | 1.4% | u | 24.4
> O=C(COC(=O)c1ccccc1NC(=O)c1ccccc1)c1cccc([N+](=O)[O-])c1
  3.4% | i | x | -14.1% | 20.0% | 0.9% | -1.1% | i | 10.9
> CCCCn1c(O)c(N=NC(=O)c2ccccc2NS(=O)(=O)c2cccs2)c2ccccc21
  -15.6% | i | -2.5% | -2.5% | -6.3% | 2.4% | -6.1% | -2.7% | -20.8
> O=C(Nc1cnn(Cc2c(Cl)cccc2Cl)c1)C(c1ccccc1)c1ccccc1
  u | i | 7.6% | -5.4% | 8.2% | 8.4% | -14.2% | i | -14.6
> CCCCN(C)C(=O)Cn1nc(-c2ccc(Cl)cc2)ccc1=O
  -15.4% | i | 21.0% | -1.2% | -8.0% | 6.5% | 17.3% | i | u
> CC(=O)Nc1ccc(Nc2nc(C(F)(F)F)nc3c2nnn3Cc2ccccc2Cl)cc1
  -16.1% | i | 6.3% | -7.1% | -3.8% | 6.3% | -5.1% | -19.4% | 23.1
> O=C(CC(c1ccccc1)c1ccccc1O)NCc1ccccc1 (stereo unspecified)
  u | i | 13.4% | 0.3% | -5.0% | -0.1% | 13.5% | -15.8% | 5.4
> CCN(CC)CCC(=O)NN
  12.9% | i | 7.0% | 2.9% | -2.8% | -2.1% | -1.5% | i | 16.9
> CCOc1ccc(/C=N/NC(=O)C2CC2)c(OCC)c1
  -0.8% | i | 15.8% | -4.3% | -7.0% | 5.1% | 4.0% | i | 2.8
> CCSc1nc(C(F)(F)F)cc(=O)n1-c1ccccc1
  6.1% | i | -1.3% | 1.7% | u | 1.2% | 3.2% | i | 41.8
> N#Cc1cccc(NC(=O)Cn2cnc(S(=O)(=O)N3CCOCC3)c2)c1
  -3.3% | i | 10.4% | 2.2% | 16.8% | 8.0% | -3.7% | -1.7% | 4.5
> O=S(=O)(NCC(c1ccccc1)N1CCC(O)CC1)c1ccc(Cl)cc1 (stereo unspecified)
  u | i | -10.0% | -10.0% | 24.9% | 16.6% | 11.6% | i | -2.3
> CCCn1nc2cc(C(=O)NCc3ccccc3OC)ccc2c1OCC
  9.1% | i | -2.6% | 7.6% | 8.2% | 2.5% | 15.1% | 22.4% | -11.3
> O=C(O)CC1(CC(=O)NCc2cc(F)cc3c2OCOC3)CCCCC1
  -0.2% | i | -17.4% | -1.6% | 10.0% | 6.0% | -0.4% | -20.1% | 6.2
> O=c1[nH]c(C2CCCN(S(=O)(=O)c3ccccc3)C2)nc2c1nnn2Cc1ccccc1Br (stereo unspecified)
  12.3%&2.5% | i | u | -5.8% | 4.1%&25.5% | 2.9% | 12.5% | -4.3%&-22.7% | -7.6
> CCOc1ccc(CN2C(=O)c3ccccc3Sc3ccc(C(=O)NCc4ccc5c(c4)OCO5)cc32)cc1
  -24.8% | x | u | 12.6% | 9.7% | -1.7% | x | -2.3% | x
> CC(C)Cc1ccc(C(C)C(N)=NCCc2ccccc2)cc1 (stereo unspecified)
  u | i | 19.9% | 4.3% | -21.5% | -3.8% | 9.4% | -20.3% | u
> Cc1ccc(N(CC(=O)Nc2ccccc2C(=O)N2CCOCC2)S(C)(=O)=O)cc1
  1.2% | i | 4.3% | 6.2% | 22.5% | 24.7% | -6.9% | -8.4% | -0.9
> CN(C(=O)c1ccc(NC(=O)Cc2ccc(NC(=O)C3CCN(C(=O)c4ccccc4)CC3)cc2)cc1)C1CCCC1
  -5.0% | i | u | 1.0% | 24.1% | 6.7% | 1.9% | i | 23.5
> C=CCn1c(C)cc(C(=O)COC(=O)C2CC(=O)N(CCc3ccc(OC)c(OC)c3)C2)c1C (stereo unspecified)
  -5.2% | i | x | 0.4% | 0.5% | 8.3% | 2.9% | -27.0% | 20.6
> S=C(NCCCCc1ccccc1)NCc1ccccc1
  u | i | -0.6% | -0.1% | 14.5% | 15.8µM* | 9.5% | 17.1% | 10.0
> CCN(c1ccccc1)S(=O)(=O)c1ccc(C(=O)Nc2cccc(NC(C)=O)c2)cc1
  u | i | 33.0% | 2.6% | 16.3% | -5.7% | 11.5% | -31.5%[inhibitor] | 22.7
> CCc1ccc(CN2CCCC(C(=O)Nc3ccc(-c4cscn4)cc3)C2)o1 (stereo unspecified)
  13.7% | i | 11.8% | 4.2% | -19.4% | 5.0% | 8.9% | i | -12.6
> COCCn1nnnc1C1(N(Cc2cc3cc(C)ccc3[nH]c2=O)CC2CCCO2)CCN(C)CC1 (stereo unspecified)
  -8.8% | i | 5.1% | -1.0% | -12.1% | -2.5% | 1.0% | i | -9.2
> COc1cccc(CNC(=O)CSc2n[nH]c(-c3ccccc3Cl)n2)c1
  5.4% | x | -10.1% | x | 5.3% | -11.5% | x | i | x
> COc1ccc(S(=O)(=O)N2CCC(C(=O)NCCc3c[nH]c4ccccc34)CC2)cc1
  u | i | -30.3% | -0.9% | 8.3% | 5.7% | 5.5% | i | -0.2
> Cc1nnc2n1N=C(c1ccc3c(c1)NC(=O)CO3)CS2
  100.6%[activator] | i | 39.3% | -0.7% | -10.6% | -17.8% | 9.7% | -32.8%[inhibitor] | 1.2
> COc1ccc(-c2nn(Cc3ccccc3)cc2C(=O)N2CCN(c3ccccn3)CC2)cc1OC
  -2.1% | i | x | 7.2% | 1.2% | 6.8% | 5.2% | i | 0.8
> CCOC(=O)c1cnc2c(CC)cccc2c1NCCN1CCOCC1
  u | i | -16.7% | -8.1% | -10.9% | -9.6% | 18.1% | -3.9% | 3.0
> O=C(O)CN1C(=O)c2cccc(Oc3ccc(Cl)cc3)c2C1=O
  7.3% | i | 0.6% | -2.4% | 16.5% | 6.3% | 4.6% | i | 14.5
> COc1cc(S(=O)(=O)N2CCOCC2)ccc1NC(=O)CN1c2cccc3cccc(c23)S1(=O)=O
  4.5% | i | 24.1% | 2.2% | 5.3% | 2.3% | 1.5% | -19.4% | 21.2
> CNC(=O)c1c(Cl)cnn1-c1ccc(F)cc1
  -8.1% | i | 2.1% | -2.8% | u | -5.3% | -10.5% | i | 20.0

Source: PubChem
